aSyn UTR inh – MLPCN primary screen, SNCA 5' untranslated region; 0.82% of 300,000 active; AID 1813, 2009; alpha-synuclein 5'UTR reporter, inhibitor activity; inhibition, % (tested at 7.5 µM); in the data active = inhibition above about 60%;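 also: H4 neuroglioblastoma cells stably carrying SNCA 5'UTR luciferase fusion; 0% = DMSO wells and 100% = positive control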
IEC-6 cytotox – cytotoxicity in IEC-6 intestinal epithelial cells, primary screen, cytotoxicity control for KLF5 inhibitor project, cell-based, luminescence; IEC-6 cytotoxicity, luminescence viability; inhibition, % at 5 µM; 0.78% of 290,000 active; in the data active = inhibition above about 22%;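 also: 0% = plate median of test compound wells and 100% = cytotoxic reference compound wells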
GSK3B inh – human GSK3beta kinase inhibitors, primary screen, biochemical, cell-free homogeneous, HTS; 0.038% of 300,000 active; GST-GSK3beta kinase, ADP-Glo luminescence, 60 min; stronger effect = lower value; activity score (negative = inhibition), % at 10 µM;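 active = more than half of replicate wells score below -50%, meaning over 50% inhibition versus plate controls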;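 also: 0% = median DMSO wells and -100% = median GW8510 positive control wells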
Target sequence (P49841 whole entry, looked up): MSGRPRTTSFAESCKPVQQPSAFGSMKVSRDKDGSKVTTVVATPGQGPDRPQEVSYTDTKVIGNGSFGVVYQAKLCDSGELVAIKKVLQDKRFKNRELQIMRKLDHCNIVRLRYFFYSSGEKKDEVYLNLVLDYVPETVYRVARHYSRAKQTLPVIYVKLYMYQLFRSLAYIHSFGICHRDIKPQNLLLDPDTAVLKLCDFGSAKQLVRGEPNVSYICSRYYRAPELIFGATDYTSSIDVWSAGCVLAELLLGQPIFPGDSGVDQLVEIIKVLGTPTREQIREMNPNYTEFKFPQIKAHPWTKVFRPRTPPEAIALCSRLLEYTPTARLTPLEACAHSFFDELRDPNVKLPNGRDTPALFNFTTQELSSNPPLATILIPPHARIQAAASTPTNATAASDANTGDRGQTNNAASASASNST
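Test system – GST-tagged human GSK3beta kinase, cell-free · Incubation – 60 min enzyme reaction, room temperature · Signal – ADP-Glo luminescence · Also added – peptide substrate and ATP at 25 µM · Controls – DMSO neutral wells and GW8510 at 20 µM as positive · Buffer or medium – Tris/MgCl2 kinase buffer · Measure – Luminescence-derived activity versus plate DMSO and GW8510 wells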
KLF5 inhibitor – KLF5 expression inhibitors, primary screen, DLD-1 cells, luminescence; DLD-1 KLF5 promoter-luciferase reporter; inhibition, % at 5 µM; 0.23% of 290,000 active; AID 1700, 2009;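 active = inhibition above a per-plate limit of that plate's mean compound inhibition plus 3 SD, cut at about 60% in these data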;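 also: 0% = DMSO wells and 100% = LY294002 at 200 µM; higher means less KLF5 promoter-driven luciferase light; inactives centre near -14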
HSF-1 act – HSF-1 activators, primary screen, NIH3T3-HGL cells, MG132 stress, luminescence, single point | NIH3T3-HGL HSF-1 luciferase reporter, 8 h; 100% = twice DMSO control signal | 1.7% of 300,000 active | activation, % at 9 µM;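 active = mean replicate activation of at least 50% with a set share of replicates each reaching 50%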;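 also: 0% = median of the neutral control wells and 100% = twice that signal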
HSP90 inh – HSP90 inhibitors, primary screen, cell lysate, luminescence; Heat shock protein HSP 90 (rabbit reticulocyte lysate; luciferase refolding); Rabbit reticulocyte lysate, luciferase refolding luminescence, 3 h; inhibition, % at 5.6 µM; 0.91% of 290,000 active; AID 1789, 2009;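 active = inhibition above the screen-wide mean plus 3 SD, computed separately per campaign, cut at about 16% in these data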;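 also: 0% = DMSO wells and 100% = 60 µM geldanamycin wells; inhibitors lower the luminescence because luciferase stays unfolded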
PolyA inh – polyadenylation inhibitors in yeast reporter cells, primary screen, luminescence, S. cerevisiae; 0.02% of 300,000 active; calls only at 12 µM; AID 1875, 2009; S. cerevisiae SKY197-pL101 polyadenylation reporter, beta-gal luminescence; efflux-impaired pdr1/pdr3 knockout yeast; score 100 = 6 SD above DMSO;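 active = lowest replicate activity score at least 50, where 100 means six control SD above control mean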;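 also: yeast exposed to compound for 9 h at 30 °C; higher score means more reporter readthrough which indicates perturbed polyadenylation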
GSK3A inh – blockers of GSK3A enzyme activity – biochemical, luminescence, cell-free homogeneous, HTS, primary screen. Glycogen synthase kinase-3 alpha (Homo sapiens), P49840. GSK-3 alpha kinase, ADP-Glo luminescence, 60 min. inhibition, % at 10 µM. 0.1% of 320,000 active. AID 2650, 2010;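 in the data active = inhibition above about 50%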;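 also: GST-tagged GSK-3 alpha with peptide substrate and 25 µM ATP; 0% = DMSO neutral wells and 100% = GW8510 positive control wells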
Target sequence (P49840 whole entry, looked up): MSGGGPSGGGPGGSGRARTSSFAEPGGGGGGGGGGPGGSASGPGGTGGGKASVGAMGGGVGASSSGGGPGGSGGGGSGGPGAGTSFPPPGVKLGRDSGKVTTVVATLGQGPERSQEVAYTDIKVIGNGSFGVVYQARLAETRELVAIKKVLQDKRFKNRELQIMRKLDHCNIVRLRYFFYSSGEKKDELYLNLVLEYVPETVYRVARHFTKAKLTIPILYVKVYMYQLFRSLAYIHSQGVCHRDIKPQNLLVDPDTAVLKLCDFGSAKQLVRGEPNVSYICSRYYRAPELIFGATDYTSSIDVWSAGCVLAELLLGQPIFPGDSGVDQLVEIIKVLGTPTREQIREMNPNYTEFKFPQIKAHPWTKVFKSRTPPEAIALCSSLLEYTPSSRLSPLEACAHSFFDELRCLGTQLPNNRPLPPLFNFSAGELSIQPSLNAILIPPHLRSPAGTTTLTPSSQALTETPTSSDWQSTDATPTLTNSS
HSF1 inh – HSF1 inhibitors in luciferase reporter cells, primary screen, cell-based, NIH3T3, luminescence. 0.77% of 300,000 active. NIH3T3-HGL HSE-luciferase, MG132-induced, luminescence 8 h; stronger effect = lower value. AID 2098, 2009. activity change, negative = inhibition, % at 7.5 µM (by protocol);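 active = more than half of replicate wells show activity change below -50%, luminescence cut by over half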;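 also: luciferase reports HSF-1 transcriptional activity via heat shock element; 0% = median of DMSO wells and -100% = zero luminescence signal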
AI-2 QS mod – Vibrio harveyi AI-2 quorum sensing modulators, primary screen, JMH597 strain, luminescence/OD600 ratio; activity change, % at 7.5 µM; 0.4% of 300,000 active; Vibrio harveyi JMH597 AI-2 luminescence/OD600 ratio, 9 h; stronger effect = lower value; strain lacks LuxN and CqsS sensors; 0 = neutral-control median; in the data active = activity change below about -75%, passing the limit was not always enough;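 also: luminescence divided by OD600 gain over 9 h not by final OD600 alone; inactives centre near 13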
The depositor's hits bear a star; i = inactive; · = no result given. The list is partial (hit frequency here may not be typical).

SMILES	aSyn UTR inh	IEC-6 cytotox	GSK3B inh	KLF5 inhibitor	HSF-1 act	HSP90 inh	PolyA inh	GSK3A inh	HSF1 inh	AI-2 QS mod
CC(=O)N(c1c(C)n(C)n(-c2ccccc2)c1=O)C1(C(=O)NC2CCCCC2)CCCCC1	-3	-3	2	-6	-5	7	i	2	-4	14
O=C(CSc1nnc(SCc2cccc3ccccc23)s1)N/N=C/c1c[nH]c2ccccc12	-78	4	1	14	27	1	i	1	-1	38
COc1ccc(S(=O)(=O)Nc2ccccc2OC)cc1NC(=O)Cc1cccs1	31	6	3	-29	3	0	i	-2	-1	20
COc1ccc(OCCN2CCN(C3CC(=O)N(CCC(C)C)C3=O)CC2)cc1 (stereo unspecified)	17	-1	1	-2	-5	-3	i	0	3	10
Cc1nn(C)c(C)c1CNC(=O)c1cnn2c1NC(c1ccccc1)CC2C(F)(F)F (stereo unspecified)	-14	-6	0	-52	22	-2	i	0	0	35
O=C(NC(=S)Nc1cc(C(F)(F)F)ccc1N1CCOCC1)c1sc2ccccc2c1Cl	-15	1	4	8	3	1	i	12	-14	15
O=C1C2C3C=CC(C3)C2C(=O)N1Cc1ccc(CN2C(=O)C3C4C=CC(C4)C3C2=O)cc1 (stereo unspecified)	20	0	1	1	-10	-1	i	-3	-7	-1
O=c1c2ccccc2c(C=Nc2ccc(S(=O)(=O)N3CCCCC3)cc2)c(O)n1-c1ccc(Cl)cn1	-4	-3	4	-42	1	-2	i	-2	-4	3
N#CCSc1nc2ccc(N3CCCCC3)cc2c(=O)n1Cc1ccccc1	-45	-1	0	-10	4	1	i	0	8	15
COc1ccc(-c2nc3nc(SC)nn3cc2C)cc1F	17	-8	-2	-13	4	-1	i	0	0	22
O=C(c1ccc(CS(=O)(=O)c2ccc(Br)cc2)o1)N1CCN(c2ccc(F)cc2)CC1	4	-6	3	-17	10	-4	i	0	2	14
CCC(C)NC(=O)C1CCCN(S(=O)(=O)c2ccc3c(c2)CC(C)N3C(C)=O)C1 (stereo unspecified)	22	-9	0	-11	-37	-2	i	0	-19	3
Cc1cc(C(F)(F)F)n2ncc(-c3ccccc3)c2n1	-1	3	3	-12	-10	0	i	-1	-7	18
CC(=O)c1cc(CN2CCC(C(=O)Nc3ccc(-n4nc(C)cc4C)cc3)CC2)cs1	22	6	1	-3	-16	3	i	-2	-3	17
CCc1ccc(N2C(=O)Nc3ccc(Br)cc3C2(O)C(=O)NCCN(C)C)cc1 (stereo unspecified)	-17	0	-1	-1	0	0	i	-1	0	2
COc1ccccc1N1CCN(C(=O)C2CCCN(S(=O)(=O)c3ccc4c(c3)oc(=O)n4C)C2)CC1 (stereo unspecified)	4	8	3	-3	-2	2	i	-2	-3	14
COc1cc(/C=N/NC(=O)C23CC4CC(CC(C4)C2)C3)cc(Br)c1O	25	-4	0	-32	1	0	i	-2	-3	14
Cc1ccn2cc(CNC(=O)c3ccc(Br)o3)nc2c1	5	-6	0	-34	21	2	i	2	0	-5
COc1ccc(NC(=O)CN(C)S(=O)(=O)c2ccccc2)cc1OC	3	-2	1	-44	0	0	i	3	-10	11
Cc1cc(-c2ccco2)n(CC(=O)NCCN(C)C)n1	-3	6	0	-76	2	-3	i	-1	11	34
O=C(O)CCCC(=O)NCc1ccccn1	-11	2	0	-36	21	-1	i	1	-4	3
CCN=C1SC(CC(N)=O)C(=O)N1CC (stereo unspecified)	17	-3	2	2	-2	-4	i	-1	-14	26
CSc1ccc(CN(C)C(=O)CSCC(=O)Nc2cc(C)on2)cc1	3	-5	-2	-46	10	1	i	1	-1	19
CCOC(=O)CCc1c(C)c2ccc(OCc3cc([N+](=O)[O-])ccc3OC)cc2oc1=O	-41	-1	0	-25	-6	-2	i	1	-5	14

Compound profiles (already shown). Screens in order: aSyn UTR inh	IEC-6 cytotox	GSK3B inh	KLF5 inhibitor	HSF-1 act	HSP90 inh	PolyA inh	GSK3A inh	HSF1 inh	AI-2 QS mod
Record of O=c1c2ccccc2c(C=Nc2ccc(S(=O)(=O)N3CCCCC3)cc2)c(O)n1-c1ccc(Cl)cn1 → -4	-3	4	-42	1	-2	i	-2	-4	3
Record of CCc1ccc(N2C(=O)Nc3ccc(Br)cc3C2(O)C(=O)NCCN(C)C)cc1 (stereo unspecified) → -17	0	-1	-1	0	0	i	-1	0	2
Record of CC(=O)N(c1c(C)n(C)n(-c2ccccc2)c1=O)C1(C(=O)NC2CCCCC2)CCCCC1 → -3	-3	2	-6	-5	7	i	2	-4	14

3 structures from above, sorted by heavy-atom count, low to high.
SMILES	aSyn UTR inh	IEC-6 cytotox	GSK3B inh	KLF5 inhibitor	HSF-1 act	HSP90 inh	PolyA inh	GSK3A inh	HSF1 inh	AI-2 QS mod
Cc1ccn2cc(CNC(=O)c3ccc(Br)o3)nc2c1	5	-6	0	-34	21	2	i	2	0	-5
CCOC(=O)CCc1c(C)c2ccc(OCc3cc([N+](=O)[O-])ccc3OC)cc2oc1=O	-41	-1	0	-25	-6	-2	i	1	-5	14
COc1ccccc1N1CCN(C(=O)C2CCCN(S(=O)(=O)c3ccc4c(c3)oc(=O)n4C)C2)CC1 (stereo unspecified)	4	8	3	-3	-2	2	i	-2	-3	14

(cont.)
SMILES	aSyn UTR inh	IEC-6 cytotox	GSK3B inh	KLF5 inhibitor	HSF-1 act	HSP90 inh	PolyA inh	GSK3A inh	HSF1 inh	AI-2 QS mod
N#CC1=C(N)OC2=C(C(=O)CCC2)C1c1ccncc1 (stereo unspecified)	·	-1	-2	-37	·	0	·	-2	·	20
O=C(CNc1cc(S(=O)(=O)N2CCOCC2)ccc1NCC1CCCO1)Nc1ccc(C(F)(F)F)cc1 (stereo unspecified)	10	·	-1	·	6	·	i	0	0	22
COc1ccc(/C=N/Nc2nncc3ccccc23)c(OC)c1	-159	-1	2	-69	6	3	i	-3	3	15
Cc1ccccc1CNc1ccc(C(CC(N)=O)NC(=O)c2ccc(Br)cc2)cc1[N+](=O)[O-] (stereo unspecified)	20	·	-3	·	4	·	i	12	1	-2
CCOc1ccc(N2CC(C(=O)NCCCN3CCOCC3)CC2=O)cc1 (stereo unspecified)	23	2	0	-10	-9	3	i	1	-2	-2
Cc1ccc(C)c2c1[nH]c1ccccc12	3	-1	-3	-11	4	3	i	0	5	-7
CC1CCCCC12NC(=O)N(Cn1nnc3ccccc3c1=O)C2=O (stereo unspecified)	-10	-2	1	7	-14	-2	i	-2	-13	12
Cc1ccc(-c2nnc(COC(=O)c3ccco3)o2)cc1	5	2	1	-28	16	6	i	1	5	18
CC1(C)Cc2c(c(N3CCOCC3)nc3sc4c(NCC5CCCO5)nnnc4c23)CS1 (stereo unspecified)	31	-8	-3	1	-1	2	i	3	-6	41
Cc1cc2c(=O)n(CC(=O)NCC(=O)N3CCN(Cc4ccccc4)CC3)cnc2s1	-19	2	0	-52	12	-4	i	3	-3	14
Cc1ccc(-c2nn(CCC(=O)NN3CCOCC3)c(=O)c3ccccc23)cc1	18	2	-8	5	-10	4	i	-1	-7	17
N#CCSc1nc2c(c(=O)n1Cc1ccccc1)C1(CCCC1)Cc1ccccc1-2	-2	6	-12	-7	1	-1	i	5	-9	35
CC1(C)CC(=O)/C(=C(\O)c2ccccc2)C(=NCCO)C1	-30	-4	3	-12	-6	-1	i	-2	-1	18
O=c1oc2ccc3ccccc3c2cc1-c1nnc(-c2cccs2)o1	-4	6	0	-14	2	-4	i	·	2	12
COc1ccccc1N1CCN(S(=O)(=O)c2ccc(-n3cnnn3)c(C)c2)CC1	-7	-1	2	-28	2	3	i	-1	9	24
COc1cc(C(=O)NCCC(=O)NC2CCC(C)CC2)cc(OC)c1OC (stereo unspecified)	6	-7	6	-13	18	1	i	8	-3	-8
CC(=O)Nc1sc2c(c1C(N)=O)CCN(Cc1ccccc1)C2	9	2	2	-7	12	2	i	1	3	-2
COc1ccc(NS(=O)(=O)c2ccc3c(c2)NC(=O)CO3)cc1	0	-4	-2	-16	-2	0	i	0	-4	-81*
COc1cc(CNC23CC4CC(CC(C4)C2)C3)ccc1OCc1ccccc1	-33	-4	3	-10	23	1	i	·	0	15
COc1ccc(C(=O)NNC2=CC(=O)CC(C)(C)C2)cc1OC	18	-11	1	-3	-26	0	i	1	-3	-5
CCC(=O)N(C)CCc1cc2c(c(OC)c1/C=N/Nc1ccc(C(=O)O)cc1)OCO2	15	-1	-3	-5	-7	1	i	1	-3	-2
CCOc1cc(C2Nc3ccccc3NC3=C2C(=O)CC(C)(C)C3)ccc1O (stereo unspecified)	-4	-9	-2	-44	3	1	i	-1	-5	31
CCOc1ccc(N2CC(C(=O)NCc3ccc(C)n3C)CC2=O)cc1 (stereo unspecified)	·	-3	2	-16	·	-6	·	-2	·	13
O=C(NC(=S)Nc1ccccn1)c1ccco1	-173	0	5	-126	38	4	i	18	22	39
CCC(C)Sc1ccc([C@H]2N[C@@](CC(C)C)(C(=O)OC)[C@H]3C(=O)N(C)C(=O)[C@@H]23)cc1 (stereo partly specified)	16	·	-2	·	-4	·	i	-1	-3	34
COc1ccccc1/C=C\C=N\NC(=O)CCn1nnc2ccccc21	-20	3	1	-11	5	-1	i	-2	1	7
CC(NC(=O)c1ccccc1F)c1nnc(SCc2nc3ccccc3c(=O)[nH]2)n1C (stereo unspecified)	19	5	2	-4	17	0	i	-6	-2	32
N#C/C(=C\c1ccccc1C(=O)O)c1nc2ccccc2[nH]1	22	-2	1	-16	6	-1	i	1	-1	22

AI-2 QS mod: hit marks shown above
mol	aSyn UTR inh	GSK3B inh	KLF5 inhibitor	HSF-1 act	HSP90 inh	PolyA inh	GSK3A inh	HSF1 inh	AI-2 QS mod
COc1ccc(NS(=O)(=O)c2ccc3c(c2)NC(=O)CO3)cc1	0	-2	-16	-2	0	i	0	-4	-81*
